Screens: PubChem, Sanford-Burnham Center for Chemical Genomics
APJ antag: blocks the human apelin receptor APJ; P35414; CHO-K1 APJ beta-arrestin complementation, luminescence; inhibition, % at 20 µM; 0.32% of 330,000 active;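 active = inhibition above about 40% at 20 µM, limit read from the data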;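 also: cells challenged with 10 nM apelin-13 agonist together with compound; plate controls were apelin-13 plus DMSO wells for no effect and DMSO wells lacking apelin-13 for full effect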
Target sequence (P35414 whole entry, looked up): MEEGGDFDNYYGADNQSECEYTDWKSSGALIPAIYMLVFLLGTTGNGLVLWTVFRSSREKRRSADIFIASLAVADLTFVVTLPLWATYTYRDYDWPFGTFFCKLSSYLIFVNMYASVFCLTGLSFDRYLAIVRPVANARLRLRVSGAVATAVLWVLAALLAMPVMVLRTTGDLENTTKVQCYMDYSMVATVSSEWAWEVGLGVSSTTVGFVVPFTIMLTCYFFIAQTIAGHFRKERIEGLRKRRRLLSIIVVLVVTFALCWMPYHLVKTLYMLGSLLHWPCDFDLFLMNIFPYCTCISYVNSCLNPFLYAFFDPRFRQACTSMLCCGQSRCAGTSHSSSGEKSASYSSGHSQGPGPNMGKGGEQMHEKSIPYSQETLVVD
tim10-1 inh: inhibits growth of tim10-1 mutant yeast; inhibition, % at 20 µM; S. cerevisiae tim10-1 ts strain growth, BacTiter-Glo, 24 h; AID 463190; 2.2% of 330,000 active;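 active = inhibition of at least 40%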;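 also: mutant grown at 25 °C; 0% = DMSO wells with yeast and 100% = wells holding no yeast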
NR3A LBD binder: modulators (binders) of human NR3A ligand-binding domain | NR3A LBD differential scanning fluorimetry, Tm shift; 0% = protein alone, 100% = glycine-bound protein | Tm shift relative to glycine control, % at 25 µM | 2.5% of 340,000 active;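 active = melting temperature shift of at least 10% of the positive control shift, at one fixed dose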
MPTP block: inhibitors of mitochondrial permeability transition pore; inhibition, % at 10 µM; isolated mouse mitochondria, Ca2+ swelling absorbance, 30 min; AID 602449; 1.4% of 360,000 active;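 active = inhibition of 50% or more, scaled per plate between neutral and stimulator controls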;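 also: 0% = DMSO wells given calcium and 100% = 1 mM EGTA wells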
TIM10 inh: growth inhibitors of TIM10 yeast strain; AID 463195; inhibition, % at 10 µM; 1.4% of 330,000 active; S. cerevisiae TIM10 strain growth, BacTiter-Glo luminescence, 24 h;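 active = inhibition of 40% or more at the single tested concentration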;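 also: wild-type TIM10 isogenic control strain grown at permissive 25 °C; 0% = DMSO yeast wells and 100% = minimal medium wells without yeast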
APJ ag: agonists of human APJ apelin receptor; P35414; CHO-K1 APJ PathHunter beta-arrestin, luminescence; 0% DMSO wells, 100% apelin; activation, % at 20 µM; 0.11% of 330,000 active; AID 2520;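 active = activation more than six SD over the plate average, tested at 20 µM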;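 also: 0% = DMSO alone and 100% = apelin-13 at 10 nM; some results filed as inactive read as strong as hits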
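Test system: CHO-K1 APJ beta-arrestin complementation cell line | Compound: Single test compound dose, 20 µM final, 1% DMSO | Incubation: Compound 90 min 25 °C, reagent 1 h | Measured by: beta-gal luminescence | Read-out basis: APJ–arrestin association signal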
NALP3 yeast inh: inhibitors of NALP3 inflammasome in yeast; 0.39% of 330,000 active; AID 2825; Yeast reconstituted NLRP3/ASC/caspase-1, beta-gal luminescence, 24 h; inhibition, % at 10 µM;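 active = inhibition of 50% or more; inactive = inhibition below 50%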;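 also: plate controls were induced DMSO wells for no effect and uninduced yeast grown without galactose for full effect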
beta cell repl: induces beta-cell replication in MIN6 cells; MIN6 cells proliferation, ATPlite luminescence, 48 h; cells starved in 0.2% serum; 100% = growth in 10% serum; 0.29% of 330,000 active; proliferation, % at 10 µM; AID 2380;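 active = compounds whose signal lies at least 3.5 SD above the mean of all wells on their plate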;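 also: 0% = DMSO-treated cells in low-serum medium and 100% = 10% serum control; some compounds called inactive have numbers as strong as hits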
tim23-1 inh: tim23-1 yeast growth inhibition; 1.3% of 330,000 active; AID 463212; inhibition, % at 20 µM; S. cerevisiae tim23-1 growth, BacTiter-Glo luminescence, 24 h;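 active = growth inhibition of the mutant yeast at or above 50%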;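 also: temperature-sensitive mutant grown at 25 °C; plate controls were DMSO-treated mutant yeast for no effect and medium wells lacking yeast for full effect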
An asterisk follows results filed as active; . = not tested or not shown. Compounds were not picked by outcome (roughly 7.2% active in at least one column).

Sample of the layout:
SMILES	APJ antag	tim10-1 inh	NR3A LBD binder	MPTP block	TIM10 inh	APJ ag	NALP3 yeast inh	beta cell repl	tim23-1 inh
NNc1nc(-c2ccccc2)cc(-c2ccccc2O)n1	57*	44*	0	1.0	48*	-14	40	-2	55*
Cc1scc(C(=O)N2CCN(c3ccc(Cl)cc3)CC2)c1C	3	37	0	-1.3	27	-3	3	-1	30
CCN(CC)C(=O)COC(=O)c1cc(-c2ccc(OC)cc2)nc2ccccc12	-7	13	-9	2.2	28	-2	21	-4	34
Cc1ccc(C)c(S(=O)(=O)N2CCN(C(=O)CNC(=O)c3ccc4ccccc4c3)CC2)c1	7	23	-3	-1.5	11	0	14	-3	35

Main list, from the start:
SMILES	APJ antag	tim10-1 inh	NR3A LBD binder	MPTP block	TIM10 inh	APJ ag	NALP3 yeast inh	beta cell repl	tim23-1 inh
NNc1nc(-c2ccccc2)cc(-c2ccccc2O)n1	57*	44*	0	1.0	48*	-14	40	-2	55*
Cc1scc(C(=O)N2CCN(c3ccc(Cl)cc3)CC2)c1C	3	37	0	-1.3	27	-3	3	-1	30
CCN(CC)C(=O)COC(=O)c1cc(-c2ccc(OC)cc2)nc2ccccc12	-7	13	-9	2.2	28	-2	21	-4	34
Cc1ccc(C)c(S(=O)(=O)N2CCN(C(=O)CNC(=O)c3ccc4ccccc4c3)CC2)c1	7	23	-3	-1.5	11	0	14	-3	35
COc1cc2[nH]c(=O)n(CCCCCC(=O)NC3CCCC3)c(=O)c2cc1OC	-22	-5	0	-3.2	4	2	21	5.7*	1
Cc1cc(C)n(C(=O)c2ccc([N+](=O)[O-])c(Cl)c2)n1	3	6	0	0.2	-1	-2	16	0	12
Cn1c(=O)c2c(nc(CN3CCOCC3)n2CCCO)n(C)c1=O	-7	10	2	2.1	6	5	-1	-3	10
Cc1cc(F)ccc1NC(=S)NCCc1ccccc1	10	32	-1	0.0	7	-2	11	-6	14
Cc1ccc(NC(=O)CCC(=O)Nc2ccc(C)cc2)cc1	-5	-3	0	-0.1	10	-2	16	-2	13
CCn1c(SCC(=O)NC2=NCCS2)nnc1C(C)NC(=O)c1ccc(Cl)cc1 (stereo not given)	16	16	-2	-1.3	-7	-2	17	1	6
O=C(NCC1(c2ccccc2)CCCC1)c1ccccc1Br	2	32	-2	4.8	9	-3	25	-3	-5
C=CCNC(=O)C(=O)NCC1CCCN1S(=O)(=O)c1cccs1 (stereo not given)	-4	3	2	-0.8	10	0	11	2	1
Cc1ccc(-n2cccn2)c(CN2CCCC(C(=O)c3sccc3C)C2)c1 (stereo not given)	17	-2	-1	40	3	-8	4	-6	32
CSc1ccc(CNC(=O)CCn2ccc3cc(S(=O)(=O)N4CCCC4)ccc32)cc1	5	33	-2	-1.3	15	-1	9	-1	16
O=C(/C=C\NCC(=O)c1ccccc1)c1ccc(F)cc1	9	18	-6	0.1	17	-4	-4	-1	13
CCOCCn1c(SCc2ccc(C)cc2)nc2c1c(=O)[nH]c(=O)n2C	-7	-33	0	-0.2	-1	-4	13	7	8
CCOc1ccc2nc(N3CCCC(C(=O)NCCCN4CC(C)CC(C)C4)C3)sc2c1 (stereo not given)	11	6	1	8.0	4	-5	13	-8	2
O=C(CN1CCC(n2nnc3cc(F)ccc32)CC1)NCc1ccco1	0	8	0	0.1	-7	1	6	0	4
COc1ccc(NC(=O)c2sc3nc(N4CCOCC4)c4c(c3c2N)CCCC4)c(OC)c1	-4	20	3	1.5	6	-5	10	3	9
CCc1c(C)nc2ncnn2c1N1CCC(C(=O)NCc2ccc3c(c2)OCO3)CC1	20	9	1	0.5	8	-3	0	-1	-1
Cc1ccc(S(=O)(=O)Nc2nc(C)c(C)s2)cc1	-8	19	4	0.5	-2	-1	2	5	7
COc1ccc(NC(=O)CSc2nnc(-c3ccccn3)n2N)cc1Cl	-16	-3	-13	-0.3	1	-5	16	-2	0
Cc1cc(C(=O)CSc2nnc(-c3ccc(F)cc3)o2)c(C)n1CC1COc2ccccc2O1 (stereo not given)	29	0	-1	0.1	-6	-5	-4	-3	-13
Cc1c(C)c2ccc(Oc3ccc([N+](=O)[O-])cc3C(F)(F)F)c(C)c2oc1=O	5	40*	-7	1.8	19	0	3	-4	22
c1csc(-c2nnc(-c3ccc(N4CCOCC4)cc3)o2)c1	-4	31	-2	-0.8	15	0	44	-5	3
O=C(COC(=O)c1cc[n+]([O-])cc1)Nc1ccc(Cl)cc1C(F)(F)F	21	-2	2	0.6	-5	-1	2	-3	4
COc1cc(-c2nc3oc4ccccc4c(=O)c3c(=O)n2Cc2ccco2)cc(OC)c1OC	-14	11	-1	1.2	10	-2	5	0	-3
Cc1ccc(CNC(=O)C2CCCN(S(=O)(=O)c3c(C)n[nH]c3C)C2)cc1 (stereo not given)	3	-11	-3	-0.3	4	2	-5	-2	-5
O=C(CN(Cc1ccccc1Cl)C(=O)CCC(=O)Nc1nccs1)NCC1CCCO1 (stereo not given)	1	-4	0	-1.5	5	-2	8	-3	11
Cc1cc(OCCN2CCOCC2)nc2ccccc12	10	6	1	-0.6	-11	2	2	-1	0
CCN(C[C@H]1N[C@@](Cc2ccccc2)(C(=O)OC)[C@H]2C(=O)N(Cc3ccccc3)C(=O)[C@@H]12)C(=O)Nc1ccc(C(F)(F)F)cc1	-12	76*	8	80*	72*	-3	19	-5	70*
CCOC(=O)c1ccc(NC(=O)CCNS(=O)(=O)c2cccs2)cc1	13	6	-5	0.1	0	2	20	0	18
Cc1cccc(S(=O)(=O)c2c(N)n(Cc3ccco3)c3nc4ccccc4nc23)c1	11	25	6	9.6	9	-2	18	-6	29
Cc1c(Cl)cccc1NC(=O)CNC(=O)CCCc1nc2ccccc2c(=O)[nH]1	6	-3	-2	-2.0	0	-6	0	4	-12
O=C(NCc1ccccc1)c1ccc(Cl)c(S(=O)(=O)N2CCCC2)c1	-17	9	0	-1.0	7	-3	3	1	27
Cc1cc(C)cc(NC(=O)C2CC3CCC2C3)c1 (stereo not given)	-4	10	-1	7.1	13	0	26	2	23
O=C1COc2ccc(C(=O)COC(=O)c3cnc(Cl)c(Cl)c3)cc2N1	-7	-41	0	-1.9	7	0	4	-1	-6
CCn1nc(C)c(Br)c1-c1nc(CS(=O)(=O)c2ccsc2)no1	9	0	-1	2.4	-9	-5	19	0	25
CCCc1cc(=O)[nH]c(/N=C(/NC(=O)c2ccccc2)Nc2ccc3c(c2)OCCO3)n1	7	4	-1	.	-2	1	1	-3	9
Cc1cc(/C=C(\C#N)C(=O)NCc2cccs2)c(C)[nH]1	-7	18	1	0.8	0	0	12	1	9
CCN1CCN(c2ccc(S(=O)(=O)N3CCCCC3)cc2NC(=O)Cc2ccc(OC)cc2)CC1	-3	12	-2	-0.6	1	4	2	3	3
Cc1nonc1CN(C)C(=O)c1ccc(OC2CCN(C(=O)c3cccnc3)CC2)cc1	-9	13	-2	3.0	-18	-1	9	-2	9
COc1ccc(CCC(=O)NCc2cccc(C(F)(F)F)c2)cc1	19	-12	0	0.4	1	-1	24	-1	9
CCOC(=O)Nc1c(C(=O)OC)[nH]c2cc(OC)ccc12	9	16	1	0.4	5	-3	16	-1	20
CCC(C(=O)O)N1C(=O)/C(=C/C(C)=C/c2ccccc2)SC1=S (stereo not given)	-10	24	3	4.9	-5	-4	8	-6	11
O=C(NCCN1CCOCC1)C(=O)NCc1ccc2c(c1)OCO2	-7	0	0	-0.4	-3	-1	-3	-4	4
COCCN(CC(=O)NCC1CCCO1)C(=O)CCC(=O)Nc1ccccn1 (stereo not given)	2	6	-1	-2.2	8	-1	-5	0	-12
O=C(Nc1cc2c3c(c1)CC(=O)N3CCC2)c1ccc(Br)o1	2	11	0	0.3	5	0	21	-1	-4
CCOc1ccc(NC(=O)CSc2nnc(Cn3cnc4ccccc43)n2C)cc1	5	16	1	-0.1	8	-2	8	1	16
CCOCCCNC(=O)c1ccc2c(c1)ncn2-c1ccc(CC)cc1	-1	5	0	0.4	-1	1	19	-1	21
Further records:
SMILES	APJ antag	tim10-1 inh	NR3A LBD binder	MPTP block	TIM10 inh	APJ ag	NALP3 yeast inh	beta cell repl	tim23-1 inh
C=CCn1c(C(C)C)nc2ccccc21	10	-4	-1	-4.0	2	-3	2	-4	10
Cc1onc(-c2c(Cl)cccc2Cl)c1C(=O)NC(=S)Nc1sc2c(c1C(N)=O)CCC(C)C2 (stereo not given)	35	13	30*	2.8	-1	-4	16	-1	7
COc1cccc(CNC(=O)CCS(=O)(=O)c2ccc3c(c2)oc(=O)n3C)c1	29	3	0	-1.1	-5	-2	21	-1	0
Cc1ccc(C(=O)O)cc1NC(=O)Nc1cccc2ccccc12	-46	-11	1	-1.0	4	4	6	1	-3
CN1C(=O)C(C)(C)c2cc(S(=O)(=O)N3CCN(c4ccccc4F)CC3)ccc21	-8	26	3	-0.3	8	0	-1	2	26
COCCNc1cc(C)nc2c(-c3ccccc3OC)c(C)nn12	5	9	3	-0.8	4	-2	9	0	-2
Cc1ccc(C2C(C(=O)c3cc4ccccc4o3)=C(O)C(=O)N2c2cc(C)on2)cc1 (stereo not given)	8	-5	-8	16	3	-7	-8	2	6
O=C(Nc1nc(-c2ccccc2)cs1)c1cccc(S(=O)(=O)N2CCN(Cc3ccccc3)CC2)c1	5	29	-1	-0.3	4	-6	13	-4	20
CCCCc1ccc(NC(=O)CSCc2cc(=O)[nH][nH]2)cc1	31	25	-2	0.5	-3	-1	6	-1	11
CC(=O)N1N=C(c2ccc(C)cc2)OC1c1ccc(C)cc1 (stereo not given)	-3	19	-2	-0.7	17	-5	21	-1	26
COc1cccc(C(=O)NC2C(=O)N3C(C(=O)O)=C(COC(C)=O)CSC23)c1 (stereo not given)	13	7	2	-0.5	2	-4	14	0	2
Cc1cccnc1NC(=O)Nc1cccc(Cl)c1	6	3	1	-0.1	-1	0	24	-3	16
COC(=O)c1ccc(NC(=O)c2cccc(C)c2[N+](=O)[O-])cc1	9	20	0	-1.8	-16	-3	19	-1	12
CC(C)c1ccc(C(=O)NCc2ccc(Cl)cc2)cc1	5	19	2	8.6	-2	-3	24	0	19
CNC(=S)N(CCc1c(C)[nH]c2ccc(Cl)cc12)Cc1cccnc1	-5	26	-14	0.9	10	-1	0	-5	17
Cc1ccc2c(c1)NC(=O)C(CC(=O)NCCCN1CCCCC1C)O2 (stereo not given)	10	-12	-1	-0.4	-7	-3	12	-3	5
COCCOc1ccc(C(F)(F)F)cc1NC(=O)COC(=O)C1=COCCO1	8	22	8	0.6	3	3	13	-2	9
O=C(CNCc1ccco1)Nc1cccc(S(=O)(=O)N2CCCCC2)c1	14	10	2	1.5	4	-3	10	-3	19
Cn1c(N2CCN(C(=O)NC34CC5CC(CC(C5)C3)C4)CC2)nc2ccccc21	5	-8	1	1.3	-14	5	7	-3	-3
Cn1c(=O)n(CC(=O)NC2CCCCC2)c(=O)c2ccccc21	-2	22	-1	-2.2	0	-5	10	-1	6
FC(F)Oc1ccccc1NC(=S)Nc1cccnc1	-2	3	-2	2.2	4	-5	22	5	-8
Cc1ccc(C(C)NC(=O)c2c(-c3ccccc3)noc2C)cc1C (stereo not given)	-38	5	3	0.1	4	-7	13	7	-24
C[C@@H](OC(=O)N(C)Cc1ccccc1)[C@H]1O[C@]2(C)CCCC[C@H]1O2	1	15	3	-1.0	15	-3	9	0	28
O=C(NCCOc1ccc(F)cc1)C1CCN(S(=O)(=O)c2ccccc2)CC1	-3	14	0	0.0	-2	4	7	1	4
Clc1cccc(Sc2ccc(-c3ccccn3)s2)c1	6	6	-4	0.9	-2	0	26	-1	30
